Screens deposited in PubChem by several laboratories.
RBBP9 inhibitor – inhibitors of human serine hydrolase RBBP9; O75884; recombinant RBBP9, FP-Rh probe fluorescence polarization; inhibition, % at 7.94 µM; 220,000 compounds, 0.2% hits; AID 1515;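 active means inhibition above the campaign mean of all tested compounds plus 3 SD, cut at about 14% in these data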;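 further: plate controls were DMSO wells with RBBP9 for no effect and wells lacking RBBP9 protein for full effect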
Target sequence (O75884 whole entry, looked up): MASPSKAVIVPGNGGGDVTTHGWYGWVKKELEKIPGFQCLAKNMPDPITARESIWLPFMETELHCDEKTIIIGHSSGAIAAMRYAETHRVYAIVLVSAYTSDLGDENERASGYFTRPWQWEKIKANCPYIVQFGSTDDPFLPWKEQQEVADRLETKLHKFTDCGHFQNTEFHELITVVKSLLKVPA
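Test system: recombinant human RBBP9. Quantity: 2.5 µM RBBP9 dispensing solution, before mixing. Detection: FP readout at 525/598 nm. Reagent: Serine-hydrolase probe FP-Rh, 375 nM pre-mixing. Measure: % inhibition. Control set: DMSO-treated enzyme wells and wells lacking RBBP9. Buffer or medium: Tris-NaCl-Pluronic buffer, pH 8.0. Times: preincubation 30 min plus labeling 45 min at 25 °C.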
BaF3 tox – parental Ba/F3 viability inhibition as JAK2V617F counter-screen; AID 1486; 220,000 compounds, 1.1% hits; inhibition, % at 5.6 µM; CellTiter-Glo ATP luminescence;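 active means inhibition above a per-campaign cutoff, the mean inhibition of all tested compounds plus 3 SD, cut at about 27% in these data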;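 further: 0% = DMSO wells and 100% = JAK Inhibitor I control wells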
Ba/F3 V617F tox – loss of viability in JAK2V617F-driven Ba/F3 cells | Ba/F3 EpoR-JAK2V617F viability, ATP luminescence | inhibition, % at 5.6 µM | 220,000 compounds, 1.1% hits;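 active means inhibition above the campaign mean plus 3 SD over all tested compounds, cut at about 24% in these data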;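 further: cytokine-independent growth of Ba/F3 cells driven by EpoR plus mutant JAK2; 0% = DMSO-treated cells and 100% = JAK inhibitor I control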
Runt-CBFb FRET – blocks binding of human RUNX1 Runt domain to CBFb. Cerulean-Runt/Venus-CBFb FRET ratio 530/480, 1 h. inhibition, % at 20 µM. 220,000 compounds, 0.46% hits. AID 1496;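 active means inhibition over about 50% at 20 µM in the single-dose screen, limit read from the data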;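 further: 0% = DMSO wells and 100% = excess unlabeled CBFb competitor control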
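Reagent – Venus-CBFb binding partner, 100 nM · Assay system – Cerulean-tagged RUNX1 Runt domain (FRET donor) fusion protein · Input – 100 nM per protein · Incubation – two 1 h room-temperature incubations shielded from light · Measured by – FRET fluorescence · Medium – Tris buffer pH 7.5 with salts and BSA · Benchmarks – unlabeled CBFb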
NPY-Y1 antag – antagonists of human neuropeptide Y receptor Y1. P25929. HEK293-CNG Y1 cells, membrane potential fluorescence; NPY at EC95, then isoproterenol. inhibition, % at 3.6 µM. 200,000 compounds, 1% hits. AID 1040;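 active means inhibition above the campaign mean inhibition of all tested compounds plus 3 SD, cut at about 20% in these data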;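 further: 0% = DMSO wells given NPY plus isoproterenol and 100% = isoproterenol alone without NPY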
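Material: HEK293 cells with Y1 receptor plus CNG channel; times: compound incubation 1 h at room temperature, readout 45 min post-stimulation; signal: fluorescence, membrane potential probe; read-out basis: fluorescence ratio normalized to % inhibition between controls; benchmarks: full-block control isoproterenol-only wells, zero-block control NPY plus isoproterenol wells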
S1P4 agonist – human S1P4 receptor agonism | O95977 | S1P4-expressing cell line, agonist reporter assay | activation, % at 4.98 µM | 220,000 compounds, 0.35% hits; in the data active means activation above about 11%;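 further: 0% = DMSO vehicle and 100% = reference agonist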
Target sequence (O95977 whole entry, looked up): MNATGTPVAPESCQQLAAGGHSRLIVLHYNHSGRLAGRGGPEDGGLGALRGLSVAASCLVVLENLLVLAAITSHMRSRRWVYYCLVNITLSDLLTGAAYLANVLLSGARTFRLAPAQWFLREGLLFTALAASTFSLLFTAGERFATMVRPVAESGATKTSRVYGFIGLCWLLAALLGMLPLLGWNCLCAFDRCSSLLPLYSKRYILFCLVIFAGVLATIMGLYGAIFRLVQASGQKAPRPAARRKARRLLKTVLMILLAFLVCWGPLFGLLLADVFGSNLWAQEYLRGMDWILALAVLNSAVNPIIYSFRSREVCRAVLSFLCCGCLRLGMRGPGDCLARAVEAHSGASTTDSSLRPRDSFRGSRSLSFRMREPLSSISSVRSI
NPY-Y2 PAM-ag – potentiates or activates human NPY-Y2 receptor; AID 1359; P49146; cells expressing NPY-Y2, potentiator/agonist read-out; activation, % at 3.6 µM; 220,000 compounds, 0.45% hits; in the data active means activation above about 27%;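 further: cells stimulated with NPY near EC25 plus isoproterenol at EC100; 0% = vehicle plus submaximal agonist and 100% = vehicle plus saturating agonist; some results beyond the cut were filed as inactive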
Target sequence (P49146 whole entry, looked up): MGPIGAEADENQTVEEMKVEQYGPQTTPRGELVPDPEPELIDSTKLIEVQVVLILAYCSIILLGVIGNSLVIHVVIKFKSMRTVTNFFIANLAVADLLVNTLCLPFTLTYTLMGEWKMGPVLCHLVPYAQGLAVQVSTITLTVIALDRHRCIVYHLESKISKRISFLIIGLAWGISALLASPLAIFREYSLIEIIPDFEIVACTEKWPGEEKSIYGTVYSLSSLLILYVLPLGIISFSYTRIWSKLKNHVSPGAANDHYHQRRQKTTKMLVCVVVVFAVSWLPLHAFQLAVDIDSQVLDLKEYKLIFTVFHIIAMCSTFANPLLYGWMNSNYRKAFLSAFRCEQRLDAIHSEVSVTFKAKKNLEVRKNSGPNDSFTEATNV
S1P4 antag – antagonists of human S1P4 receptor. 220,000 compounds, 0.26% hits. O95977. inhibition, % at 4.98 µM. S1P4-expressing cells, antagonist mode, reporter read-out. AID 1510; in the data active means inhibition above about 29%;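 further: 0% = wells stimulated with agonist and 100% = vehicle wells without agonist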
NPY-Y1 PAM-ag – human NPY-Y1 potentiation or agonism, primary screen | NPY-Y1 expressing cells, potentiator/agonist activation | AID 1304 | 220,000 compounds, 0.37% hits | activation, % at 3.6 µM; in the data active means activation above about 33%, passing the limit was not always enough;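 further: cells stimulated with NPY at EC10 then isoproterenol at EC100; 0% = low agonist plus stimulus and 100% = saturating agonist plus stimulus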
* marks the source's active call; other numbers are inactive results; · = not tested or not shown.

SMILES	RBBP9 inhibitor	BaF3 tox	Ba/F3 V617F tox	Runt-CBFb FRET	NPY-Y1 antag	S1P4 agonist	NPY-Y2 PAM-ag	S1P4 antag	NPY-Y1 PAM-ag
COC(=O)CC1c2cc(OC)c(OC)cc2CC(=O)c2cc(OC)c(OC)cc21 (configuration not stated)	-8	4	1	0	-3	-0.7	3	-17	-18
Cc1[nH]c2ccccc2c1C(=O)COc1ccccc1F	-3	11	4	0	-3	1.4	6	-20	-4
CCCC(=O)Nc1ccc(NC(=O)c2cccs2)cn1	-10	4	-2	-2	-1	0.3	4	-4	7
C=CCn1c(Cc2csc(N)n2)nnc1SCC(=O)Nc1ccccc1C(F)(F)F	5	-1	-3	1	1	-2.1	-3	-4	10
Cc1cc(N2CCCC2=O)cc(C)c1CN1C(=O)c2ccccc2C1=O	-4	1	-2	0	0	0.6	14	-2	13
Cc1cccc(N(C)C(=O)COc2cc(=O)n(C)c3ccccc23)c1	0	2	-5	1	-1	-1.3	-3	1	2
CCN(CC)CCCNS(=O)(=O)c1ccc(OC)cc1	-12	6	1	0	3	0.0	-8	-2	-24
Cc1ccccc1-c1nnn(CC(=O)c2ccc(S(=O)(=O)N3CCCC3)cc2)n1	-1	6	-2	-1	3	0.9	0	1	11
Cc1ccc(C)c(S(=O)(=O)Nc2cc(SCC(=O)O)c(O)c3ccccc23)c1	-1	2	-2	30	-3	1.1	-5	-13	-6
O=C1Nc2cc(Cl)c(Cl)cc2N(O)N1c1cc(Cl)cc(Cl)c1	-11	5	-1	·	2	-0.4	-6	4	-5
CCNC(=S)N/N=C(\C)c1cccc(C(F)(F)F)c1	-5	4	-1	-36	8	0.8	-9	-9	-3
CC(C)OC(=O)c1ccc(NC(=O)c2cncc(Br)c2)cc1	-7	2	0	-2	-3	0.2	-8	-11	13
NC(=O)C1CCN(C(=O)CN2CCCc3ccccc32)CC1	-9	4	-1	-2	-3	0.4	-23	-4	1
CCOc1cc(/C=N\NC(=O)c2ccc(NC(=O)C(C)(C)C)cc2)ccc1OC(=O)c1ccc(C)cc1	-8	3	-1	-4	4	-0.4	-4	-9	13
CCOc1cc(N2CCOCC2)c(OCC)cc1NC(=O)c1ccc(S(=O)(=O)N(C)C)cc1	4	-8	0	4	·	0.8	-36	1	4
COc1cccc(NC(=O)c2ccccc2SC)c1	-2	2	-4	-1	6	3.2	-3	-13	-5
O=C(NNC1=NC2(CCCC2)Cc2ccccc21)c1ccncc1	3	3	-5	·	2	0.9	4	-1	1
Clc1ccc(COn2c(-c3ccc(Cl)cc3)nc3ccccc32)cc1	-9	1	-1	-1	84*	1.9	-149	7	-202
O=C(NCc1cccs1)c1nc2ncccn2n1	1	2	1	0	3	-1.3	-4	6	-20
C=C(C)CSC1=C(C#N)C(c2ccccc2Cl)CC(=O)N1 (configuration not stated)	-10	6	-1	0	-5	0.5	-9	-14	-3
CCCn1nnc(NC(=O)c2cc3ccccc3o2)n1	-3	8	0	-2	-2	0.1	-2	2	12
CC(C)n1nc(C(=O)OCC(=O)N2CC(=O)Nc3ccccc32)c2ccccc2c1=O	-6	-1	0	-1	-1	0.9	24	-13	9
O=C(CN1C(=O)NC2(CCCc3ccccc32)C1=O)N1CCN(C(=O)c2ccco2)CC1 (configuration not stated)	-6	4	1	0	3	0.2	-16	-3	8
CCCCCCSC1=C(C#N)C(c2ccccc2)CC(=O)N1 (configuration not stated)	1	3	-2	1	7	-0.1	3	4	6
Cc1ccc(-n2cc(CN3CCC(CO)(Cc4cccc(C(F)(F)F)c4)CC3)cn2)cc1	-8	1	7	-1	12	-1.3	-43	8	-38
O=C(OCC(=O)N1CCCC1)c1c2c(nc3ccccc13)CCCCC2	-16	2	2	0	0	-0.4	-6	-10	3
COc1cc(OC)c(-c2nnc3n(CCc4ccccc4)c(=O)c4ccccc4n23)cc1OC	-8	12	7	-2	6	1.1	-17	1	0
CSc1ncc(C(=O)O)n1-c1ccc(F)cc1	3	-1	-2	-1	6	2.3	-4	-12	-19
O=C(CN1C(=O)/C(=C\c2ccc(F)cc2)Oc2ccccc21)NCc1ccco1	-6	9	4	0	5	3.3	-2	-13	-17
COc1ccc(Nc2nc(-c3ccccc3)c(C(=O)Nc3cccnc3)s2)cc1	-9	7	5	-3	-7	0.9	4	-20	20
O=C(COc1ccc2ccccc2c1)Nc1ccncc1	-7	2	1	1	-2	0.8	0	1	-8
O=C(Nc1ccccc1N1CCN(c2ccc(F)cc2)CC1)C1CCCCC1	-3	0	-4	-2	1	0.6	-1	4	13
CC(O)CNCCCCOc1ccc(OCc2ccccc2)cc1 (configuration not stated)	5	3	1	4	12	2.4	5	-9	-55
CN(C)c1nc(OCCOC(=O)Nc2ccc(Cl)cc2Cl)nc(N(C)C)n1	0	2	-4	-5	0	-0.4	-1	-13	-30
CCCc1[nH]nc2c1C(c1ccc(OC(=O)N3CCOCC3)c(OC)c1)C(C#N)=C(N)O2 (configuration not stated)	-11	3	1	1	-3	1.5	4	11	3
FC(F)(F)c1ccc2c(c1)n(Cc1ccccc1)c1[n+]2CCCCC1	-11	35*	22	-2	6	-0.8	-17	-13	-12
COc1ccc(OC)c(S(=O)(=O)N(C)CC(=O)O)c1	-9	10	-2	0	0	-0.3	16	5	13
C/C=C/Cn1c(Br)nc2c1c(=O)n(C)c(=O)n2C	-8	3	3	2	-1	-1.9	7	-16	17
O=C(N/C(=C/C=C/c1ccccc1)C(=O)N1CCCCC1)c1ccc([N+](=O)[O-])cc1	-8	3	4	-1	3	0.4	-9	3	-15
CCN(CC)S(=O)(=O)c1ccc(C)c(NC(=O)CN2CCN(Cc3ccccc3)CC2)c1	-7	0	5	-3	·	0.8	-12	-14	-9
O=C(CNC(=S)NC(=O)c1cccs1)c1ccccc1	-6	6	0	2	12	0.9	-1	-28	-11
CCOc1ccccc1NC(=S)N1CCC(NC(=O)NC23CC4CC(CC(C4)C2)C3)CC1	-2	1	-4	3	-6	0.2	-5	-21	4
Cc1cc(C)c(-c2c(O)c3cccc4c3n(c2=O)CCC4)c(C)c1	-12	9	3	1	12	-1.2	-3	2	-4
CC(C)CNC(=O)NC(=O)COC(=O)Cn1cnc2ccccc2c1=O	-4	-5	-3	0	0	0.5	-6	-9	-2
COc1ccc(S(=O)(=O)N2CCOCC2)cc1NC(=O)[C@@H]1CCCN1C(=O)c1cccs1	-3	5	0	1	6	2.2	-5	-20	-1
CC(/C=N/NC(=O)CSc1nc(C)cc(C)n1)=C\c1ccccc1	-4	0	-3	-4	3	1.7	2	-7	-25
CN1CCN(C2=NC3(CCCC3)C(C#N)C(=O)N2)CC1 (configuration not stated)	-1	5	2	0	-1	-0.1	20	6	11
CC(C)(C)NC(=O)CCC1COc2ccccc2O1 (configuration not stated)	-5	-2	-3	1	5	0.9	-18	-9	-13
CC(=O)Nc1ccc(SCC(=O)Nc2ccccc2Oc2ccccc2)cc1	-2	1	-5	2	-5	13*	5	-8	39
CC(=NCCN1CCNCC1)C1=C(O)CC(C)(C)CC1=O	-5	-4	-1	-4	-1	-0.1	11	-8	2
Cc1cc(C)c(C#N)c(SCC(=O)NN2CC(=O)N(c3ccccc3F)CC2=O)n1	-6	9	-2	2	1	55*	-1	-11	-16
COc1cc(CNCCc2ccccc2)ccc1OCc1ccc(Cl)nc1	-11	3	3	0	5	2.3	-10	-8	-56
COc1ccc2[nH]c3c(NCCCN4CCCC4=O)ncnc3c2c1	-3	4	-1	3	1	-2.0	-11	-6	0
O=C(c1ccccc1)c1ccc(OCCOCCN2CCN(Cc3ccccc3)CC2)cc1	-5	7	2	-1	10	1.3	-9	-19	-24
NNC(=S)Nc1c(Br)cc(F)cc1Br	-8	-2	2	2	·	0.8	-23	2	-10
CC(C)(C)c1ccc(-c2n[nH]c(=S)n2CCCN2CCOCC2)cc1	-6	4	1	0	2	-0.3	1	-12	1
CCCCn1ccnc1C(=O)c1cc(S(=O)(=O)N2CCOCC2)ccc1C	6	8	-3	-2	-6	1.7	11	-7	16
Cc1nn(C(C)C)c(C)c1[C@@H]1C[C@H]2CN(Cc3cccc(Cl)c3)C(=O)[C@]23CCCN13	1	-5	-4	2	·	0.3	4	-8	12
COc1ccc(C(=O)COC(=O)C2CCCN2C(=O)C23CC4CC(CC(C4)C2)C3)cc1 (configuration not stated)	-6	1	-5	0	0	-0.9	2	-104	-11
CCOC(=O)N1CCN(C(=O)c2cccc(-n3c(=S)[nH]c4cc(Cl)ccc4c3=O)c2)CC1	-7	6	3	-3	4	1.2	-2	6	-11
Next entries:
SMILES	RBBP9 inhibitor	BaF3 tox	Ba/F3 V617F tox	Runt-CBFb FRET	NPY-Y1 antag	S1P4 agonist	NPY-Y2 PAM-ag	S1P4 antag	NPY-Y1 PAM-ag
CCc1ccccc1N(CC(=O)N1CCN(c2ccccc2F)CC1)S(C)(=O)=O	-9	-2	0	1	8	-1.3	-10	-5	-5
Cc1ccc(NC(=O)CC2SC(=O)NC2=O)cc1 (configuration not stated)	-8	11	4	1	0	1.0	13	6	-13
CC1(C)CC(NC(=O)CCc2nnc(CCCCc3ccccc3)o2)CCO1 (configuration not stated)	-1	6	3	-1	-6	-0.5	-4	-4	4
CSc1nc(N2CCOCC2)c2sccc2n1	-5	-1	-1	1	-3	0.0	-1	-11	-14
CCOC(=O)C(NC(=O)CC)(Nc1ccc(S(=O)(=O)Nc2cc(C)on2)cc1)C(F)(F)F (configuration not stated)	-7	2	-1	-1	-1	1.2	-1	-3	-4
CCn1c(=O)cc(N2CCC3(CC2)OCCO3)[nH]c1=O	-9	2	-1	3	5	0.5	6	-1	7
CCCCc1cc(=O)oc2cc(O)ccc12	-11	1	1	40	7	0.1	14	-16	-1
CCOc1ccc(-c2c(C(=O)N/N=C/c3ccc(O)cc3)nnn2-c2nonc2N)cc1	-13	2	-6	-5	·	1.3	16	-35	-4
CCCCn1nnc(NC(=O)CC23CC4CC(CC(C4)C2)C3)n1	-8	0	2	0	-2	-0.3	1	-22	6
O=C(O)c1ccc2c(c1)S(=O)(=O)N=C1CCCCCN12	-13	2	6	-1	-2	0.3	-4	-8	-24
CCOC(=O)CSc1nnc(-c2ccc(S(=O)(=O)NCc3cccs3)cc2)o1	-11	6	1	·	-17	1.7	88*	2	91*
O=C(COC(=O)C1CC(=O)N(Cc2ccco2)C1)c1ccc(OC(=O)c2ccccc2)cc1 (configuration not stated)	1	0	-6	-6	0	2.5	0	1	13
